Source: PubChem BioAssay (several laboratories)
UGM FP inh – blocks M. tuberculosis UGM enzyme; purified UGM, fluorescence polarization probe displacement; inhibition, % at 10 µM; 0.06% of 320,000 active; AID 504406; in the data active = inhibition above about 10%, passing the limit was not always enough; inconclusive = no clear call, values can overlap the other calls
Mtb BioA inh – BioA (M. tuberculosis) enzyme inhibition; purified M. tuberculosis BioA enzyme, plate reader; inhibition, % at 9.99 µM; 0.096% of 360,000 active; in the data active = inhibition above about 40%; inconclusive = no clear call, values can overlap the other calls
Vc quorum ag – quorum light induction in luxS cqsA deficient V. cholerae; 0.16% of 350,000 active; activation, % at 18.7 µM; AID 588436; V. cholerae BH1578 lux reporter, luminescence, 6 h; in the data active = activation mostly above about 9.7%, no sharp cut-off; inconclusive = no clear call, values can overlap the other calls; inactive = mostly below about 3.7%; also: not every result past the cut was called active; inactives centre near 0; reference of the scale not given here
FadD28 binding – M. tuberculosis FadD28 bisubstrate binding inhibition. FadD28 bisubstrate probe binding, fluorescence polarization. inhibition, % at 12.5 µM. 0.22% of 360,000 active; in the data active = inhibition above about 8.5%, passing the limit was not always enough; inconclusive = no clear call, values can overlap the other calls
Mtb FBA inh – inhibitors of M. tuberculosis fructose-bisphosphate aldolase. inhibition, % at 1 µM. purified M. tuberculosis FBA, fluorescence read-out. AID 588726. 2.3% of 360,000 active. P9WQA3; in the data active = inhibition above about 27%;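 also: 0% = vehicle and 100% = reference inhibitor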
TcdB inh – blocks C. difficile toxin B glycohydrolase activity; inhibition, % at 9.99 µM; P18177; AID 652162; 0.24% of 350,000 active; TcdB glycohydrolase enzymatic assay, plate reader; in the data active = inhibition above about 10%
Yp Topo-I inh – Y. pestis Topo-I inhibition via cleavage products; Y. pestis Topo-I cleavage product accumulation, plate reader; 0.064% of 360,000 active; AID 504884; activity, % at 10 µM; in the data active = activity above about 50%, passing the limit was not always enough; inconclusive = no clear call, values can overlap the other calls; also: inactives centre near 2
PfHsp40 rescue – compounds rescuing yeast from Plasmodium falciparum HSP40 toxicity. S. cerevisiae expressing PfHsp40, growth rescue, ATP luminescence. growth rescue, % at 12.5 µM. 0.68% of 340,000 active; in the data active = growth rescue above about 28%, passing the limit was not always enough; inconclusive = no clear call, values can overlap the other calls;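 also: yeast W303a lacking pdr1 and pdr3 grown in galactose medium; growth measured after three days at 30 °C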
GDH-TPI inh – GDH-TPI coupled enzyme inhibition counter-screen; AID 588335; 1.2% of 360,000 active; inhibition, % at 4.8 µM; GDH-TPI coupled enzyme counterscreen, NADH absorbance; in the data active = inhibition above about 30%;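 also: 0% = DMSO wells and 100% = wells lacking the enzyme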
* marks the source's active call; other numbers are inactive results; i = inactive; ? = inconclusive; . = not tested or not shown.

SMILES	UGM FP inh	Mtb BioA inh	Vc quorum ag	FadD28 binding	Mtb FBA inh	TcdB inh	Yp Topo-I inh	PfHsp40 rescue	GDH-TPI inh
O=C(NCCOc1ccccc1)C1CCC(=O)N(CCCN2CCOCC2)C1 (stereo not drawn)	-0.2	-1.9	-12.5	-3.4	-1.3	0.2	-3.0	-0.3	-5.3
Cc1cccc(N2CC(O)(c3cccs3)[N+]3=C2CCCC3)c1 (stereo not drawn)	-2.2	0.4	i	-0.2	0.6	-2.0	6.4	0.3	-13.4
CCOc1ccc2nc(N/C(N)=N/S(C)(=O)=O)nc(C)c2c1	2.4	-1.6	i	1.5	16.8	0.9	9.9	0.4	4.3
CCCCCN(C(=O)CCC(=O)OCC(=O)N1CCCCC1)c1c(N)n(CCCC)c(=O)[nH]c1=O	0.9	-1.5	-0.4	-3.6	-2.2	1.6	4.9	0.4	2.1
COc1ccc(-c2cc(=O)c3ccc(O)cc3o2)cc1	.	-2.2	0.1	-0.5	10.2	-8.6	-0.6	-0.1	29.4
CCCNC(=O)C1(C)CCN(C(=O)c2ccc(OC)cc2OC)C1 (stereo not drawn)	.	-1.2	0.5	-2.4	3.2	-10.6	3.6	.	11.6
Cc1cc(OCC(=O)OCC(=O)NCC2CCCO2)ccc1Cl (stereo not drawn)	.	-2.1	i	0.0	0.0	0.9	-3.2	-0.1	8.1
O=C1NC(=O)c2cc([N+](=O)[O-])cc3cccc1c23	0.2	-2.4	-0.8	-4.2	1.9	1.8	-5.5	2.6	20.3
CC(C)(C)C1CCC(=O)N(CCC#N)CC1 (stereo not drawn)	0.6	0.1	2.2	-2.3	-1.1	-4.5	2.1	0.2	-5.2
Cc1nn(-c2ccccc2)c(C)c1/C=N/NC(=O)c1cc(C23CC4CC(CC(C4)C2)C3)[nH]n1	-1.0	.	1.4	-2.2	0.3	.	36.6	0.1	6.1
O=C(NCCc1ccc(Cl)cc1)C1CCN(S(=O)(=O)c2ccc(Br)s2)CC1	-0.1	.	i	-6.6	-3.1	15.7*	-4.8	5.7	-3.1
Cc1csc(N(C(=O)CCNC(=O)c2ccc([N+](=O)[O-])cc2)c2ccccc2)n1	0.8	.	-0.3	0.5	-1.3	0.5	-3.0	-0.3	-1.3
COCCCNC(=O)/C(C#N)=C/c1cccc(NC(=O)c2ccccc2Cl)c1	-1.2	0.9	i	-1.6	-4.9	.	-8.6	0.5	-1.4
CCOC(=O)NC(Nc1ccc(S(N)(=O)=O)cc1)(C(=O)OCC)C(F)(F)F (stereo not drawn)	-0.7	5.2	-0.6	-0.1	0.9	.	-6.4	0.2	13.0
COc1cc([N+](=O)[O-])ccc1NC(=O)CSc1nccn1C	2.6	0.9	-0.4	-1.8	-2.9	0.6	-0.3	1.0	6.2
CCOC(=O)C1=C(C)c2ccccc2OC1C(=O)OCC (stereo not drawn)	.	-0.1	i	-0.6	0.1	0.1	9.3	-0.2	10.0
COC(=O)Cn1cc(C(=O)c2cccs2)c2ccccc21	-4.2	6.5	i	-3.4	-4.0	.	-1.8	0.2	17.4
Cc1ccc(-n2ncc(-c3n[nH]c(=S)o3)c2N)cc1C	.	3.2	0.9	0.7	-0.1	0.3	-0.2	.	-11.6
N#Cc1ccccc1OCC(=O)N(C1CCCCC1)C1CCS(=O)(=O)C1 (stereo not drawn)	-0.5	.	-1.4	-1.2	-0.8	3.5	3.1	-2.0	-7.9
O=C(c1ccc(OC2CCN(CCc3ccccc3)CC2)cc1)N1CCCC1	-1.2	-4.0	-0.6	-0.9	3.5	0.5	4.5	-0.1	7.7
COc1ccc(-c2cc(C(=O)NCc3ccco3)no2)cc1OC	-2.8	.	i	1.4	0.5	.	3.5	0.6	13.7
CC1(c2ccccc2Cl)NC(=O)N(CC(=O)Nc2ccc(N3CCCCC3)cc2)C1=O (stereo not drawn)	3.4	0.8	1.8	0.4	-0.2	-1.5	8.3	1.7	9.3
CCOC(=O)C1=C(Nc2ccc(OC)cc2)OCC1=O	4.6	.	-0.5	-2.4	-1.0	-0.1	4.0	-1.0	-5.6
Cc1ccc(NC(=O)CSc2ccc(S(=O)(=O)N3CCCC3)cn2)cc1F	-2.1	-2.0	-3.1	-2.0	-2.2	0.3	1.4	-0.7	3.2
CC(C)(C)c1ccc(NC(=O)CSc2nnc(-c3n[nH]c4ccccc34)o2)cc1	-0.9	.	-0.4	-7.2	-0.3	0.2	29.1	2.5	-3.8
CCN1CCN(c2ccc(S(=O)(=O)N3CCCCC3)cc2NC(=O)COc2ccc(Cl)cc2)CC1	-1.9	0.8	-1.4	-4.4	-0.4	3.0	16.0	2.1	-7.0
O=C(Nc1nnc(-c2ccccc2)s1)c1cccc(S(=O)(=O)N2CCOCC2)c1	1.6	.	-0.5	-1.3	8.4	.	2.4	0.6	8.1
O=S(=O)(Nc1nc2c(s1)CCCC2)c1ccc2ccccc2c1	-0.4	0.1	16.7*	0.0	-2.0	.	33.4	-0.6	-1.6
COc1ccccc1-c1nnc(Sc2nc([N+](=O)[O-])nn2C)o1	-1.9	.	-0.9	1.6	1.8	.	5.7	0.4	9.9
CC(=O)Nc1cccc(C(=O)NC(C)c2ccc(-n3ccnc3)cc2)c1 (stereo not drawn)	5.9	1.1	-0.1	1.3	1.5	-2.1	6.5	-0.3	3.0
O=C(COC(=O)c1ccccc1O)NC12CC3CC(CC(C3)C1)C2	-1.8	-0.1	i	-2.3	0.5	1.7	2.3	4.4	-4.8
O=C1CC(=O)C(n2cncn2)C(c2cccc(Cl)c2)C1 (stereo not drawn)	0.1	0.0	7.1	-4.3	0.5	.	-7.5	-0.3	0.0
CCc1nc2c(OCC3COc4ccccc4O3)cccn2c1N(C)C(=O)c1ccc(OC)cc1 (stereo not drawn)	.	-2.4	-0.8	-2.2	-0.8	0.2	16.0	.	7.5
COc1ccc(Cl)cc1NC(=O)CN(C)CC(=O)Nc1ccc2c(c1)OCO2	.	8.4	i	-2.3	-1.5	1.7	13.2	-0.4	-0.7
O=C(OCCOc1ccc(Br)cc1)c1ccc(Cl)c(S(=O)(=O)N2CCOCC2)c1	1.0	.	i	-3.8	-0.1	2.5	6.3	-1.6	-2.4
O=C(CCc1ccc(S(=O)(=O)N2CCOCC2)cc1)Nc1ccc(N2CCOCC2)cc1	-3.4	-0.8	0.8	-1.1	4.1	.	5.9	-0.9	-7.4
CCCCOc1ccccc1NC(=O)c1scc2c1OCCO2	.	.	-0.4	-4.9	-1.8	1.1	39.6	1.8	4.6
CC(=O)N1CCN(c2ccc(NC(=O)c3cccc(Cl)c3)cc2)CC1	-0.2	2.3	-0.2	-0.5	0.0	-0.2	4.2	0.0	12.2
Cc1cccc(C)c1OC(=O)CN(c1ccc(Cl)cc1)S(C)(=O)=O	-2.0	-2.7	i	0.4	-6.6	.	-9.9	-0.9	5.2
Cc1csc(NC(=O)Nc2cccc(Cl)c2)n1	-1.0	-1.2	-3.1	-2.1	2.3	.	5.2	0.5	8.9

Part of the list above, as labelled records.
CC(C)(C)c1ccc(NC(=O)CSc2nnc(-c3n[nH]c4ccccc34)o2)cc1
  UGM FP inh: -0.9; Mtb BioA inh: .; Vc quorum ag: -0.4; FadD28 binding: -7.2; Mtb FBA inh: -0.3; TcdB inh: 0.2; Yp Topo-I inh: 29.1; PfHsp40 rescue: 2.5; GDH-TPI inh: -3.8
Cc1ccc(NC(=O)CSc2ccc(S(=O)(=O)N3CCCC3)cn2)cc1F
  UGM FP inh: -2.1; Mtb BioA inh: -2.0; Vc quorum ag: -3.1; FadD28 binding: -2.0; Mtb FBA inh: -2.2; TcdB inh: 0.3; Yp Topo-I inh: 1.4; PfHsp40 rescue: -0.7; GDH-TPI inh: 3.2

The list goes on.
SMILES	UGM FP inh	Mtb BioA inh	Vc quorum ag	FadD28 binding	Mtb FBA inh	TcdB inh	Yp Topo-I inh	PfHsp40 rescue	GDH-TPI inh
Cc1ccc(CN2CC(C(=O)Nc3nnc(SCc4c(Cl)cccc4Cl)s3)CC2=O)cc1 (stereo not drawn)	-0.9	.	-0.2	-2.2	1.1	0.8	29.7	1.5	5.8
CCOC(=O)N1CCN(C(=O)Nc2ccc(NC(=O)N3CCN(C(=O)OCC)CC3)cc2)CC1	0.2	.	i	0.2	-0.5	1.3	-5.9	-1.2	13.6
CCOc1ccc(NC(=O)C(CC)n2nc(C)c3c(C)n(-c4ccccc4)nc3c2=O)cc1 (stereo not drawn)	-0.4	0.5	-0.2	-0.4	1.9	0.6	28.4	2.3	3.9
Cn1c(O)c(C=NCCN2CCNCC2)c(=O)n(C)c1=O	1.0	.	i	-0.2	-2.1	.	-1.9	0.8	-2.8
CC(C)(C)OC(=O)N1O[C@H]2CC1[C@@H]1[C@@H]2N=NN1CCc1ccncc1	.	-0.9	i	-1.9	-2.3	0.6	-1.5	-0.5	1.8
CCCc1cc(C(=O)N2CCN(C(c3ccccc3)c3ccccc3)CC2)no1	-0.9	-0.7	-0.2	-1.0	0.3	1.2	39.1	2.7	6.6
COc1ccc(S(=O)(=O)N2CCOCC2)cc1Cl	0.2	-0.9	-0.4	-1.6	2.9	.	-0.9	0.8	7.8
CCCCC1CCC(C(=O)OCC(=O)Nc2ccc(S(N)(=O)=O)cc2)CC1 (stereo not drawn)	-0.3	.	-0.6	-3.2	-2.7	.	22.3	-0.2	8.1
COc1ccc(NC(=S)N(Cc2ccc(C)cc2)Cc2ccccn2)cc1	.	.	1.1	-1.3	1.2	0.5	5.3	?	-1.6
CN(CC(=O)Nc1ccccc1C(F)(F)F)C(=O)CC1OC(=O)c2ccccc21 (stereo not drawn)	-2.9	0.3	-3.6	-0.5	0.3	1.0	6.0	0.0	-3.7
COC(=O)c1cc(CNC(=O)c2ccc(N3CCCC3)c([N+](=O)[O-])c2)ccc1OC	0.9	-0.3	-1.6	0.6	-0.1	0.4	17.5	1.0	7.3
O=C(Nc1ccc(OCCO)cc1)c1csc([C@@H]2C[C@H](O)[C@@H](CO)O2)n1	.	-1.3	i	-5.0	-3.7	1.3	0.1	.	0.9
CCOc1ccccc1C(=O)N[C@H](C(=O)Nc1ccc(OC)c(S(=O)(=O)N2CCOCC2)c1)C(C)C	-2.9	.	-0.5	-2.6	-2.4	1.2	27.4	2.5	-6.8
CN1CCC(NCCC(c2ccc(F)cc2)c2ccc(Cl)cc2)CC1 (stereo not drawn)	-2.2	.	i	-0.8	-2.5	-0.5	-19.6	0.4	4.4
CCCc1nnc(NS(=O)(=O)c2ccccc2)s1	2.7	-2.7	2.2	2.2	2.7	4.0	-2.8	-1.3	8.9
COc1ccc(OC)c2c1C(=O)C(Cl)=C(Cl)C2=O	1.0	-1.7	-0.2	-0.9	-2.3	1.5	-0.2	612.9*	3.1
Cc1nn(CC(=O)NCCc2ccc(Cl)cc2)c(=O)c2cccn12	-1.8	1.6	-0.4	-4.1	0.9	2.3	0.4	20.0	7.0
O=C(CSc1nc2ccccc2c(=O)[nH]1)Nc1ccccc1N1CCOCC1	2.7	.	-0.5	-3.2	33.3*	-3.6	9.0	-0.3	6.3
Clc1nc(NC2CCCC2)nc(N2CCOCC2)n1	-1.7	-0.9	i	-1.3	2.6	0.8	7.2	-3.2	2.6
O=C1C(=O)N(c2cccc(Cl)c2)C(c2ccccc2[N+](=O)[O-])/C1=C(\O)c1ccccc1 (stereo not drawn)	2.9	0.8	0.7	-1.6	2.9	3.4	4.8	0.8	8.4
CCCOc1cccc(C2C(C(=O)c3cccs3)=C(O)C(=O)N2CCN2CCOCC2)c1 (stereo not drawn)	2.2	.	i	-2.8	-5.2	0.4	11.9	-1.6	-3.7
COc1ccc2oc(=N)c(-c3nnc4n3CCCCC4)cc2c1	-0.3	-2.4	-0.8	-4.3	32.4*	.	5.5	0.4	5.3
COc1cc2c(cc1OC)C(C)N(C(=O)Nc1ccccc1)CC2 (stereo not drawn)	0.0	3.1	i	.	-2.4	1.3	3.3	-1.2	5.5
CN1/C(=C\C=C(C#N)C#N)C(C)(C)c2ccccc21	71.5*	-7.0	i	-1.6	-4.2	1.1	-5.5	-0.5	8.6
